Screening data (PubChem)
Furin inh = blocks human furin protease activity; inhibition, % at 30 µM; purified furin, fluorogenic substrate cleavage; AID 463115; 0.061% of 220,000 active; in the data active means inhibition above about 25%; further: inactives centre near -15
PERK inhibitor = inhibitors of human PERK kinase; Q9NZJ5; CHO PERK-DD fusion, SEAP luminescence translation reporter; inhibition, % at 5.6 µM; 0.17% of 220,000 active;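 active means inhibition above the mean inhibition of all tested compounds plus 3 SD, set separately per screening campaign, cut at about 2.9% in these data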;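 further: PERK kinase domain activated by AP20187 dimerizer at 100 nM; 0% = DMSO with dimerizer and 100% = rapamycin at 8.4 µM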
FXIa inh = blocks human coagulation factor XIa protease activity; purified FXIa, Boc-Glu-Ala-Arg-AMC fluorogenic substrate; inhibition, % at 5 µM; 0.14% of 220,000 active; AID 798;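 active means inhibition of at least 40%; inactive means inhibition below 40%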;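 further: fluorescence of freed AMC excited at 355 nm; 0% = enzyme without compound and 100% = no enzyme blank; many of its hits are not listed in these tables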
Target sequence (P03951 19-387 limits assumed): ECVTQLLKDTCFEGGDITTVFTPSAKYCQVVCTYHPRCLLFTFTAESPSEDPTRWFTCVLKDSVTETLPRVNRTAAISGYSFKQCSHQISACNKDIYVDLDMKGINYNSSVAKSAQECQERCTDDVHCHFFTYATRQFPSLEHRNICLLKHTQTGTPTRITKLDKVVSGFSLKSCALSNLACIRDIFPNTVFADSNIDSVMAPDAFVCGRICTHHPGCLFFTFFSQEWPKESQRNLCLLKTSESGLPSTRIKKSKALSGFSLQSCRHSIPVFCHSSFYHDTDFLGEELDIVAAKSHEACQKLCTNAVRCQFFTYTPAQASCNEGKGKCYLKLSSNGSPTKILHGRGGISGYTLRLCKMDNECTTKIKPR
Target sequence (P03951 388-625 limits assumed): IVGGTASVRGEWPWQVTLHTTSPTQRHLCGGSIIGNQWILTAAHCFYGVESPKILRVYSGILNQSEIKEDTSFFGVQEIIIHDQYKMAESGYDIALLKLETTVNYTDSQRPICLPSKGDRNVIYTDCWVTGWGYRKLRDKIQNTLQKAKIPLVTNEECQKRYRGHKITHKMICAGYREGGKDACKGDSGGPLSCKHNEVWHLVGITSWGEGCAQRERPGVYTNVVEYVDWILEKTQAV
FXIIa inh 1536 = blocks human coagulation factor XIIa protease activity | P00748 | purified FXIIa, Boc-QGR-AMC fluorogenic substrate, 2 h | inhibition, % at 5 µM | 0.3% of 220,000 active; in the data active means inhibition above about 40%;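 further: 0% = enzyme with no compound and 100% = blank without enzyme; many of its hits are not listed in these tables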
Cl transport mod = modulators of human KCC2 chloride dependent transport. 2.2% of 190,000 active. Q9H2X9. KCC2 cells, thallium flux FluoZin-2 fluorescence. B-score of Tl+ flux slope (higher = more flux/activation; lower = inhibition) at 10 µM;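 active means thallium flux slope and its plate-corrected score both differing from the plate sample mean at a set confidence after two filtering rounds, in either direction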;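 further: slope of fluorescence scaled to starting intensity during 10 to 20 s after thallium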
Rad51 HR inh = Rad51 (human) homologous recombination inhibition; Q06609; hRad51 DNA strand exchange, fluorescence dequenching; inhibition, % at 10 µM; 0.085% of 200,000 active; AID 1385;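 active means inhibition above 40% at the single screening dose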;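 further: 0% = DMSO control wells and 100% = blanks with heterologous ssDNA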
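Read-out basis: percent inhibition relative to plate controls and blanks / Assay system: human Rad51 nucleoprotein filaments preassembled on unlabelled ssDNA / Timing: filaments 15 min 37 °C, then compound 30 min / Control set: per-plate controls and blanks / Technique: fluorescence dequenching at 485/520 nm / Compound: 10 µM final, single point / Also added: Fluorescein- and BHQ1-tagged 47-mer duplex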
Calpain2 inh = blocks pig calpain II enzyme activity. inhibition, % at 16 µM. 0.37% of 220,000 active. purified calpain II, fluorogenic peptide substrate, 30 min;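 active means inhibition above about 50%, limit read from the data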
hK5 inh = kallikrein 5 (human) inhibition; Q9Y337; recombinant hK5, fluorogenic AMC substrate cleavage; inhibition, % at 5 µM; 0.59% of 210,000 active;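 active means inhibition of 40% or more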;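 further: 0% = enzyme controls without compound and 100% = no-enzyme blanks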
Target sequence (Q9Y337 67-293 limits assumed): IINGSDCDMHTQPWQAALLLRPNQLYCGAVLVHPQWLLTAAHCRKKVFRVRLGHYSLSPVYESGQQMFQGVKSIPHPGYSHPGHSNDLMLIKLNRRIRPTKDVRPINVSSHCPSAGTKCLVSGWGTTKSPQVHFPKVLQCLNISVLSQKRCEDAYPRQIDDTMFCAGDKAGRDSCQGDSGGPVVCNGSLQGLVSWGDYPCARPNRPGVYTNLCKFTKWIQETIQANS
Thrombin inh = thrombin (human) inhibition. P00734. alpha-thrombin, Boc-VPR-AMC fluorogenic substrate cleavage. inhibition, % at 5 µM. 0.26% of 220,000 active. AID 1046;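 active means inhibition at or above 40%; inactive means inhibition below 40%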;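 further: 0% = enzyme with no compound and 100% = wells without enzyme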
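Assay system: human alpha-thrombin enzyme. Reagent: Boc-VPR-AMC substrate, 15 µM final. Compound dosing: one concentration per compound, 5 µM, with 0.2% DMSO. Incubation: room-temperature reaction. Technique: AMC fluorescence, 355/460 nm. Measure: % inhibition relative to enzyme controls and enzyme-free blanks.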
* marks the source's active call; other numbers are inactive results; i = inactive; nt = not tested or not shown; [ ] = dose if it differs, or a comment. Some of the compounds tested; count on the stated rates, not on these rows.

Values run as follows: Cl transport mod	Furin inh	FXIIa inh 1536	Thrombin inh	Rad51 HR inh	Calpain2 inh	FXIa inh	PERK inhibitor	hK5 inh
Cc1ccc(C(=O)N2CCC3(CC2)Oc2ccc(F)cc2C(=O)C32CC(c3ccc(Cl)cc3)=NO2)s1 (centres undefined)
 : -0.032	-14	2	-1	-7	-17	1	nt	-2
COc1cccc(Nc2nc3ccccc3nc2-n2nc(C)cc2C)c1
 : 1.3	-3	2	-10	-3	-11	-3	0.3	-8
Cc1ccccc1NC(=O)N(C(C)C)C(C)C
 : 0.59	-20[20 µM]	-1	-3	-7	20	-10	1.4	-6
Cn1nccc1NC(=O)NC(=O)c1c(Cl)cccc1Cl
 : 0.2	-22	10	-4	nt	11	1	0.8	1
Cc1ccc(N2CN(Cc3cccnc3)CNC2=S)cc1
 : 0.61	-21	5	-6	-2	-8	-6	0.8	1
CCC(=O)NCCNc1nc2cc(C)cc(C)c2cc1C#N
 : 0.11	-58	3	-14	6	-483	-3	-0.7	-1
CC(C)(C)c1ccc(OCC(=O)NC2CCS(=O)(=O)C2)cc1 (centres undefined)
 : 0.45	-11[20 µM]	1	-9	-3	2	-4	1.2	-20
O=C(CN1CCC(C(=O)c2cccc(F)c2)CC1)NCc1cccs1
 : 0.39	0	-3	-7	nt	17	-11	-1.0	-30
Cc1noc(C)c1S(=O)(=O)N(CC(=O)Nc1ccc2c(c1)OCO2)c1ccc(C(C)C)cc1
 : -0.3	-15	11	-3	-10	-13	0	0.7	1
COc1ccccc1NCCC#N
 : 0.027	-1[20 µM]	18	1	-4	-5	2	-0.3	7
COC(=O)[C@H](C)NC(=O)Nc1ccccc1F
 : -0.61	-22	0	2	0	-38	3	1.0	-8
COc1ccc(S(=O)(=O)NCCc2cn3cccc(C)c3n2)cc1OC
 : -0.27	-8	15	2	-1	-2	7	0.6	2
O=C1c2ccccc2C(O)(Cc2ccccc2)N1CCCN1CCOCC1 (centres undefined)
 : 0.19	-28	2	-9	-5	-7	3	0.7	3
Cc1cc(NC(=O)CCC(=O)N(c2cccnc2)C(C(=O)NC2CCCC2)c2ccccc2F)no1 (centres undefined)
 : 0.54	-18[20 µM]	10	-1	-4	-4	4	-0.2	12
O=C(CN1C(=O)C2C3C=CC(C3)C2C1=O)Nc1nc(-c2ccccn2)cs1 (centres undefined)
 : 0.25	10[20 µM]	3	-12	7	10	8	-0.5	-92
Cn1c(=O)c2c(nc(N3CCNCC3)n2Cc2cccc3ccccc23)n(C)c1=O
 : 0.8	-12	18	-1	2	0	4	-0.8	-18
CCc1cccc2c(=O)c(C(=O)N3CCCCCC3)c[nH]c12
 : -0.023	-24[20 µM]	16	3	-2	-15	4	0.9	-18
COC(=O)c1c(F)c(F)c(NCCO)c(F)c1F
 : nt	-14	9	3	1	10	-1	2.5	4
COc1ccc2[nH]c(C)c(C(=O)CN3CCc4cc(OC)c(OC)cc4C3)c2c1
 : -0.072	-12	-4	5	nt	nt	-6	-0.8	-14
CN(C)c1nc(N(C)C)nc(N2CC(CCl)OC2=N)n1 (centres undefined)
 : -1.2	-23	5	-12	4	-30	-2	1.5	5

Next section.
Values run as follows: Cl transport mod	Furin inh	FXIIa inh 1536	Thrombin inh	Rad51 HR inh	Calpain2 inh	FXIa inh	PERK inhibitor	hK5 inh
CCc1ncc(/C=C2\C(=O)Nc3ccccc32)[nH]1
 : -0.63	7	10	6	12	-8	-3	0.2	1
CN(c1ccccc1)S(=O)(=O)c1cccc(C(=O)Nc2ccc3c(c2)CCC3)c1
 : 0.13	-11	2	-1	nt	35	-4	-1.2	0
COc1cc(/C=C2/C(=O)NN(c3cccc(F)c3)C2=O)ccc1OC(=O)c1ccco1
 : -0.92	-18	11	-6	-8	16	6	1.2	7
Cc1nc2ccccc2c(=O)n1/N=C/c1c(O)ccc2oc3c(c12)CCCC3
 : nt	-12	22	4	nt	-43	17	1.4	6
COc1ccc(NC(=O)CCNS(=O)(=O)c2ccc(Br)s2)cc1
 : 0.65	3[20 µM]	2	2	0	23	-9	-1.3	3
CC1(C)CC(=O)C2=C(C1)OC(N)=C(C#N)C21CCN(C(=O)OCc2ccccc2)CC1
 : -0.0037	-6[20 µM]	9	-6	11	9	-4	-1.4	-4
COc1ccccc1N1CCN(C(=O)c2ccoc2C)CC1
 : -0.064	-22	-5	-1	0	-22	-1	-0.5	-10
O=C(c1ccccc1Cl)N(Cc1ccccc1F)N1C(=O)CCCC1=O
 : -0.27	-6	15	-1	0	26	16	-0.7	-3
COc1ccc(N(CC(=O)N2CC=C(c3ccccc3)CC2)S(=O)(=O)c2c(C)noc2C)cc1
 : nt	-22	12	-4	-1	-37	1	-0.3	-17
O=C1CC(=C(c2ccccc2)c2ccccc2)C(=O)N1CCCCN1CCN(c2cccc(Cl)c2)CC1
 : 0.19	-16[20 µM]	8	2	-1	33	2	-1.1	-11
O=[N+]([O-])c1cc(Br)c(OCc2nnc(-c3ccccc3)o2)c(Br)c1
 : -0.43	-30	2	-2	-6	-8	2	1.1	-1
Cc1ccc(S(=O)(=O)Nn2c(C)nnc2-n2nc(C)cc2C)cc1
 : -0.0044	-21	6	-5	3	-14	4	0.0	0
COc1ccc(CCN(Cc2cccs2)S(=O)(=O)c2ccc(S(=O)(=O)N(C)C3CCCCC3)cc2)cc1OC
 : -1.4	-12	5	-5	-8	1	4	0.7	-4
Cc1cc(C(=O)Cn2cnc3cc([N+](=O)[O-])ccc3c2=O)c(C)n1CC1CCCO1 (centres undefined)
 : 0.24	-13	-4	-12	-4	-45	-1	0.7	-5
COCCNC(=S)N/N=C(\C)c1ccc(-n2ccnc2)cc1
 : 0.28	-10[20 µM]	19	3	-3	-11	6	-0.6	0
O=C(CCc1nc(-c2ccccc2)no1)Nc1cc(C(F)(F)F)ccc1Cl
 : -0.25	-16	2	-5	-1	-11	-5	0.5	-24
Cc1cccc(OCC(=O)N2CCN(C(=O)c3ccco3)CC2)c1
 : 0.15	-14	10	-3	nt	21	3	0.6	nt
COC(=O)CN1C(=S)N(c2ccccc2)C(=O)C1CC(=O)Nc1ccc(Cl)cc1 (centres undefined)
 : 1.3	-4	-1	-11	-9	22	-4	-0.6	-18
Cc1onc(-c2ccccc2Cl)c1C(=O)N(C)C1CCCCC1
 : 0.0027	-20	9	-2	6	-6	4	0.6	-1
Cc1ccccc1NC(=O)C1c2cccc[n+]2CC(=O)N1c1c(C)cccc1C (centres undefined)
 : -0.44	-24[20 µM]	6	-20	-14	-19	9	0.3	1

(further entries)
Values run as follows: Cl transport mod	Furin inh	FXIIa inh 1536	Thrombin inh	Rad51 HR inh	Calpain2 inh	FXIa inh	PERK inhibitor	hK5 inh
COC(=O)c1ccc(C2C(C(=O)OCC(C)C)=C(C)N=C3SCCC(=O)N32)cc1 (centres undefined)
 : nt	-1	12	16	-1	13	-5	0.3	23
CNC(=O)c1cc2c(=O)n3cccc(C)c3nc2n(C(C)C)c1=N
 : nt	-27[20 µM]	-175	-23	1	i	-37	0.1	-401
Cc1ccc2c(c1)c(-c1ccccc1)nc1nnnn12
 : -0.65	-8	9	2	12	-8	1	0.6	1
COc1ccc(C(C)(C)C)cc1NC(=O)COC(=O)c1ccc([N+](=O)[O-])o1
 : -0.78	-4	8	-9	-24	-68	-3	1.5	-8
CN1C(=O)OC(C)(CCc2ccccc2)C1(C)O (centres undefined)
 : nt	-23	0	-7	-1	15	-11	1.1	26
O=C(/C(=N\O)n1cncn1)c1ccc(Cl)cc1Cl
 : -0.39	-17	12	-11	10	6	0	-0.6	-6
O=C(/C=C(\c1ccccc1)n1cncn1)c1ccccc1
 : 0.94	-18	13	1	nt	3	9	1.0	0
CCc1ccc2[nH]c(=O)c(CN(CCN(C)C)C(=O)Nc3ccccc3)cc2c1
 : -0.1	-15	13	1	0	-15	-1	-0.6	0
CCCc1nc2ccccc2c(=O)n1/N=C/c1ccccc1O
 : nt	-10	-3	-1	3	20	-4	0.3	5
COc1ccc(Cc2nn3c(-c4ccccc4Br)nnc3s2)cc1
 : 0.3	-19[20 µM]	-6	2	-5	29	2	0.6	-1
CC1CCN(c2ccc([N+](=O)[O-])cc2C(=O)O)CC1
 : 0.74	-13	7	-1	3	-2	3	1.0	-10
COc1ccc(CC(NC(=O)c2ccccc2)C(=O)NCC(=O)O)cc1 (centres undefined)
 : -0.17	-22	3	-7	2	1	-9	1.3	-6
Cn1c(SCC(=O)Nc2ccc(N3CCOCC3)c(Cl)c2)nnc1-c1ccccc1
 : -1.4	-12[20 µM]	nt	nt	7	nt	nt	0.5	nt
Cc1nc2ccccc2n1C1CC(=O)N(Cc2ccccc2)C1=O (centres undefined)
 : nt	-11[20 µM]	15	2	-2	14	4	-0.4	-3
O=C(NCc1ccccc1)N1CCC(CO)(CCc2ccccc2)CC1
 : nt	-10	10	-1	-12	21	0	0.6	nt
FC(F)(F)c1cc(-c2ccccc2)nc(N2CCCCCC2)n1
 : -0.095	-15[20 µM]	4	-4	12	-10	-11	0.0	1
O=c1cc(O)c(-c2cccc(C(F)(F)F)c2)c(Cl)[nH]1
 : -0.15	-13	11	-4	-5	27	0	0.2	5
CCOc1nc(N(C)C)nc(-n2nnc(C(C)=O)c2C)n1
 : nt	-15	14	1	1	4	5	-0.5	8
CCOC(=O)C1CCCN(C(=S)Nc2ccc(Nc3ccccc3)cc2)C1 (centres undefined)
 : -4.1	12	22	25	3	29	31	-0.6	11
Oc1c(Cl)cccc1C=Nc1cc(C(F)(F)F)ccc1N1CCCC1
 : -0.022	-19[20 µM]	16	2	nt	-36	0	0.8	4

In the list so far, these have a COOH group:
Values run as follows: Cl transport mod	Furin inh	FXIIa inh 1536	Thrombin inh	Rad51 HR inh	Calpain2 inh	FXIa inh	PERK inhibitor	hK5 inh
CC1CCN(c2ccc([N+](=O)[O-])cc2C(=O)O)CC1
 : 0.74	-13	7	-1	3	-2	3	1.0	-10
COc1ccc(CC(NC(=O)c2ccccc2)C(=O)NCC(=O)O)cc1 (centres undefined)
 : -0.17	-22	3	-7	2	1	-9	1.3	-6

(continued)
Values run as follows: Cl transport mod	Furin inh	FXIIa inh 1536	Thrombin inh	Rad51 HR inh	Calpain2 inh	FXIa inh	PERK inhibitor	hK5 inh
N#CCCN/N=C(\Cc1nc2ccccc2[nH]1)c1ccccc1
 : -0.14	-17[20 µM]	10	1	5	-51	1	0.7	-24
CC(=O)N(c1ccccc1C)S(=O)(=O)c1ccc(Cl)cc1
 : 0.15	-12	5	-4	11	8	-3	0.9	-2
COc1ccc(CCNC(=O)COc2nncc3ccccc23)cc1
 : -0.17	-25	4	-3	3	-5	-2	1.4	-3
CN1C(=O)c2ccc(C(=O)NC3CCCCC3)cc2C1=O
 : nt	-20[20 µM]	7	4	4	-5	5	1.8	5
COc1ccc(C2=Nn3c(nnc3-c3cc(C)[nH]n3)SC2)cc1
 : -2	-17	12	-2	nt	3	2	1.3	0
Cc1ccc(NC(=O)c2oc3ccc(S(=O)(=O)N4CCOCC4)cc3c2C)c(C)c1
 : 1.3	-24	8	-3	nt	-93	0	0.8	nt
O=c1c(Cl)c(NCC2CCCO2)cnn1C12CC3CC(CC(C3)C1)C2 (centres undefined)
 : -0.029	-19	4	2	0	11	-4	0.7	12
O=[N+]([O-])c1ccc(NC(=S)N2CCOCC2)cc1
 : 0.12	-21	2	-2	nt	-5	3	0.0	-8
Cc1c(C(=O)OCC[N+]2(C)CCCCC2)oc2ccccc12
 : 0.21	-20	3	-6	-1	-19	-2	1.7	-3
CC(=O)/C(=N\Nc1ccccc1)Sc1cccc2cccnc12
 : -2.1	-5	8	-6	-5	38	5	0.0	-18
O=C1CC(c2ccccc2)CC(O)=C1C=NCc1ccc(Cl)c(Cl)c1 (centres undefined)
 : -0.43	-9[20 µM]	1	2	nt	14	13	1.5	4
